p53ts 39C kill: kills p53ts cells at the nonpermissive temperature. H1299-p53A138V viability at 39C, ATP luminescence, 24 h. Potency, µM (highest dose often 46.1 µM), for inactives: at the top dose activity change, negative = cell killing, most hits filed as cytotoxic. 1.5% of 130,000 active. AID 902; also: nearly all actives have a fitted effect of over 55% in size
p53ts 32C kill: cytotoxicity in p53ts cells at permissive temperature; 0.93% of 130,000 active; H1299-p53A138V at 32C, ATP luminescence viability, 24 h; Potency, µM (top dose mostly 46.1 µM), for inactives: at the highest dose activity change, negative = cytotoxicity, usual class: cytotoxic;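 also: 0% = DMSO and -100% = full killing by reference compound; nearly all actives have a fitted effect of over 55% in size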
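Viability by ATPlite luminescence after 24 h compound treatment (up to 46 uM) at the permissive 32C. Cells are H1299 carrying p53 A138V. Scale runs from DMSO basal to 100 uM tamoxifen as full kill; AC50 from Hill fits.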
Peg3 imprint: inducers of genomic imprint erasure in mouse ES cells; mouse ES Peg3-LacZ reporter, beta-gal luminescence, 40 h; Potency, µM (doses to about 60.7 µM), for the others: at the top dose activity change, positive = activation, actives largely listed as activators; 0.02% of 110,000 active;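 also: 0% = negative control wells on the plate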
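Imprint erasure is scored as LacZ activity from the silenced maternal Peg3 allele in feeder-free female ES cells cultured 40 h with LIF. Luminescence is normalized to in-plate negative controls and fitted to the Hill equation.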
IkB signaling: IkB pathway inhibition in ABC-DLBCL cells. AID 445. 0.04% of 110,000 active. Potency, µM (top dose mostly 57.1 µM), without a hit: at the highest dose IkBa stabilization activation. ABC-DLBCL IkBa-CBG/CBR dual luciferase ratio, 4 h; response scale: scaled: untreated 0%, proteasome inhibitor 100%; active = well fitted curve in the direction sought with a large enough effect in the signal ratio, not every such curve was filed as active; inconclusive = small, poorly fitted or top-dose-only effect, or a change in a side signal; the % refers to the signal ratio;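 also: the direction sought is a rising ratio; 0% = basal untreated cells and 100% = reference inhibitor full response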
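Luminescence ratio of IκBα-fused green versus native red beetle luciferase in OCI-Ly3 cells, 4 h post-doxycycline with compound; red signal alone, scaled from basal (0%) to zero light (-100%), flagged nonspecific or cytotoxic effects.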
An asterisk follows results filed as active; ? = inconclusive; . = no result given; & = joins results of further samples; [ ] = another dose, or the depositor's remark. Unless noted, calls follow the shape of the dose curve; as a rule, active = well fitted curve in the direction sought with a large enough effect; inconclusive = small, poorly fitted or top-dose-only effect, or another doubt; inactive = no such curve, though single readings can be large; an effect the other way counts as inactive or inconclusive. Unless noted, % is scaled to controls: 0 for no effect and ±100 for the full control effect; potency is read from the fitted curve at half-maximal effect.

Each structure is followed by: Peg3 imprint	p53ts 32C kill	IkB signaling	p53ts 39C kill
CC(Sc1nc(=O)cc(N)n1CCc1ccccc1)C(=O)Nc1ccc(Cl)cc1 (configuration not stated)
  -7%[10.9 µM]	-5%	?	-15%
CN[C@@H]1NC(=O)c2ccccc2N1Cc1ccc(F)cc1
  -7%[10.9 µM]	0%[9.22 µM]	5.4%[11.4 µM]	13%[9.22 µM]
Cc1c(NC(=O)NCc2ccccc2)c(=O)n(-c2ccccc2)n1C
  -2%	-3%	-3.7%	17%
CC(C)c1ccc2c(c1)c(SC(C)(C)C)c(CC(C)(C)C(=O)O)n2Cc1ccc(Cl)cc1
  -27%&-17%	-107%	?	?
Cc1nc2ccc(C(=O)N3CCSCC3)cc2s1
  -4%	12%	0.0%	5%
COc1ccc(CCNC(=O)c2ccc(Cn3c(=O)c4ccccc4n(Cc4ccc(F)cc4Cl)c3=O)cc2)cc1OC
  -7%[10.9 µM]	8%	-0.1%	15%
CCOc1ccc(CCNC(=O)c2sc3nc4n(c(=O)c3c2C)CCCC4)cc1
  -16%[10.9 µM]	0%	-0.5%	-2%
Cc1cc(Cl)ccc1OCC(=O)N1CC(C)CC(C)C1 (configuration not stated)
  -17%	10%	0.7%	?
c1cn(CC2(Cn3ccnc3)COC2)cn1
  -6%	4%	-3.5%	15%
Cc1ccc2nc(Nc3ccccc3)c(/C=N/O)c(=O)n2c1
  .	-13%	.	-11%
O=C(O)c1ccc(CSc2nnc(-c3ccco3)o2)cc1
  -46%[inhibitor]	-3%	3.5%	-4%
COc1cc(OC)c(OC)cc1/C=C/c1nc2cc3ccccc3cc2c(=O)n1-c1ccc(F)cc1F
  -13%[10.9 µM]	8%	?	?
CN(C)c1ccc(Nc2nc(-c3cccnc3)cs2)cc1
  -87%[inhibitor]	3.2µM*	1.9%	3.2µM*
CCN(CC)CCNc1ncnc2c1cnn2-c1cc(Cl)ccc1C
  -15%[10.9 µM]	-2%	?	-13%
CCCOc1ccc(CNC(=O)c2ccc(C)c(-n3c(C)nc4cccnc43)c2)cc1
  -1%[10.9 µM]	8%	?	6%
C=C(Cl)COC(=O)C1C2C=CC(C2)C1C(=O)O (configuration not stated)
  .	3%	.	20%
CCOC(=O)C1[C@H]2C(=O)N(CCCOC)C[C@]23C=C[C@H]1O3 (some centres not stated)
  -10%	6%	1.4%	14%
Cc1cc(C)c(NC(=O)c2cc(S(=O)(=O)NCCC3=CCCCC3)ccc2F)c(C)c1
  -12%[10.9 µM]	4%	-0.4%	-28%
CC(/C(O)=C(\C#N)c1nc2ccccc2n1C)N1C(=O)c2ccccc2C1=O (configuration not stated)
  0%	3%	0.9%	-4%
COc1ccc(CCNC[C@H](O)c2ccc(O)cc2)cc1OC
  .	4%	7.2%	3%
O=C(/C(=N\O)n1cncn1)c1ccc(Br)cc1Br
  .	4%	.	2%
CCCCOC(=O)Nc1nc(C)c(C(=O)OCC)s1
  -15%	-10%	-0.2%	5%
CCOC(=O)N1CCN(C(=O)c2cc(C)no2)CC1
  -4%	-2%	2.4%	-11%
CCOC(=O)c1nnn(CC(=O)Nc2ccccc2OC)c1C(=O)OCC
  -2%	4%	-0.6%	3%
CCOc1ccc(S(=O)(=O)Nc2ccc3oc4c(c3c2)CC(C)CC4)cc1 (configuration not stated)
  -12%[10.9 µM]	?	?	?
Cc1ccc(C)n1CCN1CCN(C(=O)c2ccco2)CC1
  -10%	-14%	0.5%	3%
N#CNC(N)=Nc1ccc(Cl)cc1
  -11%[10.9 µM]	-1%[9.22 µM]	1.5%[11.4 µM]	1%[9.22 µM]
CCCc1nc2ccccc2c(=O)n1-c1c(C)n(C)n(-c2ccccc2)c1=O
  -12%	14%	-4.0%	18%
Cc1cc(C)cc(NC(=O)c2ccc3oc(=O)c(S(=O)(=O)c4ccc(F)cc4)cc3c2)c1
  -3%[10.9 µM]	?	4.8%	-18%
CC(CNC(=O)c1cnn(-c2ccc(F)cc2)c1-n1cccc1)c1ccccc1 (configuration not stated)
  -2%[10.9 µM]	10%	-1.4%	0%
O=C1c2ccccc2C(=O)N1CCSc1nnc(-c2ccco2)n1Cc1ccccc1
  1%	7%	?	-13%
O=C1CC(N2CCN(c3ccccc3F)CC2)C(=O)N1c1ccc2c(c1)OCCO2 (configuration not stated)
  -8%	-7%	-1.3%	-5%
CCOc1ccc(CCNC(=O)CSc2nnnn2-c2ccccc2Cl)cc1OCC
  -9%[10.9 µM]	0%	?	5%
CCC(C(=O)NC1CCCCC1)n1c(SCc2ccccc2F)nc2ccncc21 (configuration not stated)
  3%[10.9 µM]	?	?	?
CC(CC(=O)O)(CC(=O)O)c1ccccc1
  -3%[10.9 µM]	9%[9.22 µM]	2.9%[11.4 µM]	9%[9.22 µM]
O=c1[nH]c(SCc2c(F)cccc2Cl)nc2c1CCCC2
  -14%[10.9 µM]	-5%	-2.2%	?
Cc1cc(S(=O)(=O)Nc2cccnc2)c(C)s1
  -24%	-6%	-0.6%	4%
CCSc1nnc(NC(=O)c2cccc(OCc3c(C)noc3C)c2)s1
  -15%	4%	?	-6%
COc1cccc(NC(=O)c2ccc3[nH]c(C)cc(=O)c3c2)c1
  -9%[10.9 µM]	-12%	?	6%
CC(C)(C)c1[nH]nc2c1C(c1ccccc1OC(=O)N1CCOCC1)C(C#N)=C(N)O2 (configuration not stated)
  13%	-14%	-1.4%	10%
Cc1nn(C)c(C)c1S(=O)(=O)N1CCCC(C(=O)NC2CCCCCC2)C1 (configuration not stated)
  -14%	4%	1.4%	3%
CCc1c(C)nc(N)n2c(SCC(=O)N3CCN(c4ccccc4)CC3)nnc12
  -10%	3%	0.5%	4%
Cc1oc(-c2ccccc2F)nc1CS(=O)(=O)CC(=O)NCCCc1ccccc1
  -8%	8%	1.6%	-3%
COc1cccc(C2C(C(=O)NCc3ccccc3)=C(C)Nc3ncnn32)c1 (configuration not stated)
  -7%	6%	-0.1%	-2%
COc1ccc(S(=O)(=O)NC2CC(C)(C)NC(C)(C)C2)c(C)c1C
  7%	-2%	2.7%	1%
COc1ccccc1N1CCN(CC(O)COc2ccc(S(=O)(=O)N3CCOCC3)cc2)CC1 (configuration not stated)
  6%	-15%	1.5%	-4%
Cc1ccc(CNC(=O)CN2C(=O)COc3ccc(S(=O)(=O)N4CCC(C)CC4)cc32)cc1
  -9%[10.9 µM]	3%	?	-7%
CCOc1ccc(N(CC(=O)NCc2ccccc2Cl)S(=O)(=O)c2c(C)[nH]c(=O)[nH]c2=O)cc1
  -8%[10.9 µM]	7%	1.0%	-9%
COc1ccc(OC(C)C(=O)N2CCc3ccccc3C2)cc1 (configuration not stated)
  -9%	-2%	0.7%	-3%
CC(=O)N1CCN(c2cccc(C)c2C)CC1
  1%	7%	0.3%	0%
Cc1ccc(NC(=O)Cn2c(=O)n(Cc3nc(-c4ccccc4)no3)c(=O)c3ccccc32)c(C)c1
  8%[10.9 µM]	0%	-1.5%	11%
CC(=O)c1cccc(NC(=O)Nc2cccs2)c1
  .	-17%	.	-12%
COC(=O)c1ccc(OC(=O)c2ccc(OCc3c(C)noc3C)c(OC)c2)cc1
  -2%	8%	2.4%	-14%
COC(=O)C1=CN(C)C=C(C(=O)OC)C1c1ccccc1Cl
  -1%	4%	-0.5%	6%
COc1ccc(-c2cn3c(n2)sc2cc(C(=O)NC4CCCCC4)ccc23)cc1
  3%[10.9 µM]	5%	?	-5%
COc1cccc(NC(=O)c2sc3nc(C)c(C(=O)Nc4ccc(C)cc4C)c(-c4ccc(C)o4)c3c2N)c1
  ?	13%	?	-12%
CCN(Cc1ccccc1)C(=O)Cn1c(=O)n(-c2ccc(OC)cc2OC)c(=O)c2c(C)c(C)sc21
  -7%[10.9 µM]	42%[activator]	?	-2%
CC1CN(C(=O)CCC(=O)NCc2ccccc2)c2cc(Cl)ccc2O1 (configuration not stated)
  -15%[10.9 µM]	?	0.6%	?
Cc1cc(NC(=O)Cn2cc(C(F)(F)F)cc(Cl)c2=O)no1
  -7%	12%	-0.7%	-2%
O=C1OCC2=C1C(c1ccc3c(c1)OCO3)Sc1ccccc1N2 (configuration not stated)
  -22%	11%	?	5%

Carrying on:
Each structure is followed by: Peg3 imprint	p53ts 32C kill	IkB signaling	p53ts 39C kill
CCN(CC)c1ccc(C=Nc2ccc(C#N)cc2)c(O)c1
  -3%	-3%	-2.9%	-1%
CS(=O)(=O)N(Cc1ccccc1F)c1ccccc1
  .	4%	.	18%
CCCN1CCN(CCCNC(=O)C2CCCN(c3nc4ccc(OCC)cc4s3)C2)CC1 (configuration not stated)
  -22%	?	?	?
Cc1nn2c(C(F)(F)F)cc(-c3ccc(Cl)cc3)nc2c1C(=O)N1CCOCC1
  13%	4%	1.1%	10%
CCOC(=O)CN1c2ccccc2NC(=O)CC1C (configuration not stated)
  -13%	10%	2.2%	-9%
Cc1cccc(C)c1NC(=O)NCCc1c[nH]c2ccccc12
  -2%[10.9 µM]	7%	2.8%	3%
Cc1cccn2c(=O)c3cc(C(=O)NCCN4CCOCC4)n(Cc4ccccc4)c3nc12
  -15%	-1%	-2.8%	11%
O=C(C1CCN(c2nnc(N3CCCC3=O)s2)CC1)N1CCN(Cc2ccc3c(c2)OCO3)CC1
  -11%	5%	-1.5%	-12%
CC(C)c1ccc2oc(-c3ccc(N)cc3)nc2c1
  -53%[inhibitor]	6.3µM*	?	6.3µM*
O=C(Cn1c(=O)ccc2cc(S(=O)(=O)N3CCCC3)ccc21)NCc1ccc(Cl)cc1
  3%[10.9 µM]	-2%	?	-20%
CCOC(=O)c1cc(NC(=O)c2ccoc2C)cc(C(=O)OCC)c1
  -25%	7%	-2.5%	57%[activator]
Nc1nc(SCC(=O)O)[nH]c(=O)c1N
  0%[10.9 µM]	-9%[9.22 µM]	0.6%[11.4 µM]	4%[9.22 µM]
CC(C)CC(c1nnnn1Cc1cccs1)N1CCN(c2nc3ccccc3s2)CC1 (configuration not stated)
  .	-7%	.	10%
Cc1cc(C)c(C#N)c(SCC(=O)N(C)C2CCCCC2)n1
  -12%	0%	1.5%	-3%
CCOCCCn1cnc2c(c1=O)c1nc3ccccc3nc1n2-c1ccc(C)cc1
  8%	1%	-1.3%	6%
CCN1CCCC1CNS(=O)(=O)c1ccc(C(=O)Nc2ccccc2)cc1 (configuration not stated)
  -29%	4%	1.3%	2%
COc1ccc(C2CC(=O)Nc3ccccc3S2(=O)=O)cc1OC (configuration not stated)
  -5%	-16%	?	-15%
O=C1CC(N2CCN(S(=O)(=O)c3cccc(C(F)(F)F)c3)CC2)C(=O)N1Cc1ccccc1 (configuration not stated)
  -14%	13%	2.2%	-13%
Cc1ccc(CNC(=O)CS(=O)(=O)Cc2nc(-c3ccccc3C)oc2C)cc1
  6%[10.9 µM]	-3%	?	-26%
CCOC(C)(C)C
  5%	1%[1.84 µM]	1.9%	-2%
CCOC(=O)CSc1nnc(CNC(=O)c2ccco2)n1C
  2%	-4%	0.0%	-2%
CCC(=O)N1c2ccccc2C(N(C(C)=O)c2ccccc2)CC1C (configuration not stated)
  .	7%	.	14%
CCc1nc(C)ccc1OCC(=O)O
  4%	-1%	-1.2%	11%

Random excerpt: 3 entries already listed
Each structure is followed by: Peg3 imprint	p53ts 32C kill	IkB signaling	p53ts 39C kill
O=C1CC(N2CCN(S(=O)(=O)c3cccc(C(F)(F)F)c3)CC2)C(=O)N1Cc1ccccc1 (configuration not stated)
  -14%	13%	2.2%	-13%
CCOC(=O)CN1c2ccccc2NC(=O)CC1C (configuration not stated)
  -13%	10%	2.2%	-9%
CS(=O)(=O)N(Cc1ccccc1F)c1ccccc1
  .	4%	.	18%
